Compound activity from PubChem.
PV pol inh = poliovirus RdRp elongation inhibitors, primary screen, biochemical, fluorescence polarization, total intensity; Genome polyprotein (Poliovirus type 1 (strain Mahoney)), P03300; poliovirus polymerase elongation; hits give low values; % elongation, % (compound at 16.7 µg/mL); 0.66% of 150,000 active; AID 588519, 2011; in the data active = % elongation below about 90%; note: some results filed as inactive read as strong as hits
Target sequence (P03300 1749-2209 limits assumed): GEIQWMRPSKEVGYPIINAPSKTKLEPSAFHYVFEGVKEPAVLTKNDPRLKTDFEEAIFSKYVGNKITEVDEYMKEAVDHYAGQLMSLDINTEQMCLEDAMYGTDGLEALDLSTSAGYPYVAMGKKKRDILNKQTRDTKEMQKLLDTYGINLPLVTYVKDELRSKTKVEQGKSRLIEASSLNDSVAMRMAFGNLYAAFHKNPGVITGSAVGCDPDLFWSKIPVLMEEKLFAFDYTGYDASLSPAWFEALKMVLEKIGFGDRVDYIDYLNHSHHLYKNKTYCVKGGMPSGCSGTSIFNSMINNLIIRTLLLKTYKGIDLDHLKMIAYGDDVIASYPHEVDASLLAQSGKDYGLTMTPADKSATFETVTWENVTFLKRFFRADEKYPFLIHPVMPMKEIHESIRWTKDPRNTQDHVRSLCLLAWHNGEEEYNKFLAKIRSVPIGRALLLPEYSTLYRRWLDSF
PV pol inh FP z-score = second read-out of PV pol inh, no call of its own (marks repeat the call); z-score; measured here: FP z-score; hits read low
* = called active by the depositor. Not all compounds are listed (hit frequency here may not be typical).

The opening two records, ahead of the listing:
`Cc1nc2nc[nH]n2c(=O)c1CCC(=O)O` gave PV pol inh 99 and PV pol inh FP z-score -0.6.
`Cc1onc(-c2ccccc2)c1C(=O)NC(=S)Nc1sc2c(c1C#N)CCC2` gave PV pol inh 100 and PV pol inh FP z-score 0.

The list itself (from the top)
`Cc1nc2nc[nH]n2c(=O)c1CCC(=O)O` gave PV pol inh 99 and PV pol inh FP z-score -0.6.
`Cc1onc(-c2ccccc2)c1C(=O)NC(=S)Nc1sc2c(c1C#N)CCC2` gave PV pol inh 100 and PV pol inh FP z-score 0.
Screening COc1ccc(C(=O)CCC(=O)NCc2cc(OC)cc(OC)c2)cc1 returned PV pol inh 99 and PV pol inh FP z-score -0.4.
`Cc1ccc(OCCNC(=O)c2ccccc2N)cc1` gave PV pol inh 102 and PV pol inh FP z-score -0.3.
Screening O=C(CSc1nc2ccccc2c(=O)n1-c1ccccc1)N1CCCC1 returned PV pol inh 99 and PV pol inh FP z-score -1.
For CCOc1ccc(CCNC(=O)c2c(-n3cccc3)sc(C)c2C)cc1OCC the results were PV pol inh 106 and PV pol inh FP z-score 1.6.
`CC(Sc1nc(-c2ccccc2)cc(=O)[nH]1)C(=O)NC1CCCCC1` (stereo not given) gave PV pol inh 101 and PV pol inh FP z-score -0.5.
For COc1ccc(CC(=O)Nc2ccc(S(N)(=O)=O)cc2)cc1OC the results were PV pol inh 101 and PV pol inh FP z-score 0.2.
For CC(=O)Nc1ccc(S(=O)(=O)N2CCCC(c3nnc(SCc4ccccc4)n3C)C2)cc1 (stereo not given) the results were PV pol inh 102 and PV pol inh FP z-score 0.2.
N#CC1(P(=O)(c2ccccc2)c2ccccc2)CCCC1 was read as PV pol inh 101 and PV pol inh FP z-score -0.2.
COC(=O)N/N=C/c1cccc(C(F)(F)F)c1 was read as PV pol inh 103 and PV pol inh FP z-score 0.2.
`COc1ccc(-c2ccc(CCC(=O)O)n2Cc2ccco2)cc1` gave PV pol inh 102 and PV pol inh FP z-score 0.1.

Quoted at random: 7 records from the list.
`COc1ccc(-c2ccc(CCC(=O)O)n2Cc2ccco2)cc1` gave PV pol inh 102 and PV pol inh FP z-score 0.1.
N#CC1(P(=O)(c2ccccc2)c2ccccc2)CCCC1 was read as PV pol inh 101 and PV pol inh FP z-score -0.2.
Screening COc1ccc(C(=O)CCC(=O)NCc2cc(OC)cc(OC)c2)cc1 returned PV pol inh 99 and PV pol inh FP z-score -0.4.
COC(=O)N/N=C/c1cccc(C(F)(F)F)c1 was read as PV pol inh 103 and PV pol inh FP z-score 0.2.
Screening O=C(CSc1nc2ccccc2c(=O)n1-c1ccccc1)N1CCCC1 returned PV pol inh 99 and PV pol inh FP z-score -1.
`Cc1onc(-c2ccccc2)c1C(=O)NC(=S)Nc1sc2c(c1C#N)CCC2` gave PV pol inh 100 and PV pol inh FP z-score 0.
`Cc1ccc(OCCNC(=O)c2ccccc2N)cc1` gave PV pol inh 102 and PV pol inh FP z-score -0.3.

(further entries)
Screening Cc1nn2c(C)nc3sc4c(c3c2nc1=O)CC(C)(C)OC4 returned PV pol inh 102 and PV pol inh FP z-score 0.1.
Screening O=C(CCc1ccccc1)N(Cc1cccnc1)c1nc2c(F)cccc2s1 returned PV pol inh 102 and PV pol inh FP z-score -1.
CN(C)c1ccc(C(=O)NCc2ccc3c(c2)CCN3C(=O)c2ccccc2)cc1 was read as PV pol inh 107 and PV pol inh FP z-score 0.
Screening O=C(NC1CC(=O)N(c2ccc(Cl)cc2)C1)c1ccc(S(=O)(=O)N2CCOCC2)cc1 (stereo not given) returned PV pol inh 99 and PV pol inh FP z-score -1.7.
COC(=O)c1ccc(C(=O)OC)c(NC(=S)N2CC(C)CC(C)C2)c1 (stereo not given) was read as PV pol inh 99 and PV pol inh FP z-score -1.3.
Cc1nc2nc(C)c(CCC(=O)NCc3cccc(Cl)c3)c(C)n2n1 was read as PV pol inh 106 and PV pol inh FP z-score -0.4.
For CCOC(=O)c1c(C)oc2nc(C)nc(NCC3CCN(Cc4ccc(F)cc4)CC3)c12 the results were PV pol inh 101 and PV pol inh FP z-score -0.9.
`COc1ccc(C2c3cccn3CCN2S(=O)(=O)c2ccc(NC(C)=O)cc2)cc1OC` (stereo not given) gave PV pol inh 108 and PV pol inh FP z-score 0.4.
For CC(C)(C)c1ccc(CNC(=O)C2CCCN2S(=O)(=O)c2ccccc2)cc1 (stereo not given) the results were PV pol inh 103 and PV pol inh FP z-score 0.1.
Screening CCNCC(O)COc1cc(C)c(Cl)c(C)c1 (stereo not given) returned PV pol inh 101 and PV pol inh FP z-score 0.4.
COCc1c(C(=O)Oc2ccc(-n3cnnn3)cc2)sc2cccc(F)c12 was read as PV pol inh 102 and PV pol inh FP z-score -0.2.
Screening O=c1oc2c(CN3CCOCC3)c(O)ccc2cc1-c1ccc(Cl)cc1 returned PV pol inh 112 and PV pol inh FP z-score 1.6.
`COc1ccc(-c2nn(C)c(=O)c3ccccc23)cc1CNC(=O)NC1CCCCC1` gave PV pol inh 103 and PV pol inh FP z-score 0.3.
`CCc1ccc(Sc2cc(C(=O)NC3CC3)c3ccccc3n2)cc1` gave PV pol inh 103 and PV pol inh FP z-score 0.5.
COc1ccc(OC(=O)Nc2csc(Cc3ccsc3)n2)cc1 was read as PV pol inh 102 and PV pol inh FP z-score 0.2.
`COc1ccc(NC(=O)Cn2c(=O)oc3cc(S(=O)(=O)N4CCC(C)CC4)ccc32)c(OC)c1` gave PV pol inh 107 and PV pol inh FP z-score 0.2.
`COc1cc(/C=N/NC(N)=O)cc(Br)c1OC` gave PV pol inh 106 and PV pol inh FP z-score 0.6.
`COc1ccc(S(=O)(=O)n2nccc2-c2ccc(-c3cccs3)s2)cc1OC` gave PV pol inh 105 and PV pol inh FP z-score 0.4.
Screening Cc1ccccc1NC(=O)Cn1c(=O)n(CCCCCC(=O)NCc2ccc3c(c2)OCO3)c(=O)c2sccc21 returned PV pol inh 106 and PV pol inh FP z-score 0.2.
For CC(C)(C)n1nnnc1C(c1cccs1)N1CCCc2ccccc21 (stereo not given) the results were PV pol inh 105 and PV pol inh FP z-score 2.
`CSc1ccc(CCNC(=O)c2cc3n(n2)CCCN(Cc2ccc(C)cc2)C3=O)cc1` gave PV pol inh 104 and PV pol inh FP z-score -0.4.
CC(C)(C)NCCOc1ccc2ccccc2c1 was read as PV pol inh 99 and PV pol inh FP z-score -0.5.
`CCN(CC)CCNC(=O)C1CCN(C(=O)c2cnn(-c3ccccc3)c2-n2cccc2)CC1` gave PV pol inh 109 and PV pol inh FP z-score 0.1.
For CCN(Cc1ccccc1)C(=O)Cn1c(SCc2ccc(F)cc2)nc2cccnc21 the results were PV pol inh 99 and PV pol inh FP z-score -0.7.
`CCCn1c(-c2nonc2N)nc2ccccc21` gave PV pol inh 117 and PV pol inh FP z-score 1.7.
Screening O=C1c2ccccc2C(Nc2ccc3c(c2)OCCO3)N1c1ccccn1 (stereo not given) returned PV pol inh 102 and PV pol inh FP z-score 0.1.
`CCc1ccccc1N1CC(c2nc3ccccc3n2CCCCOc2ccccc2OC)CC1=O` (stereo not given) gave PV pol inh 95 and PV pol inh FP z-score -2.1.
`O=C1Cc2ccccc2C(=O)N1` gave PV pol inh 150 and PV pol inh FP z-score 7.1.
CC(NC(=O)Cn1cc(C(=O)C2CCCCC2)c2ccccc21)c1ccccc1 (stereo not given) was read as PV pol inh 104 and PV pol inh FP z-score 0.6.
COc1ccccc1N1CCN(CCCNC(=O)CCc2c(C)nc3c(c2C)c(=O)n(C)c(=O)n3C)CC1 was read as PV pol inh 100 and PV pol inh FP z-score -0.2.
For CCOC(=O)c1c(N)sc2c(OC)c(Br)ccc12 the results were PV pol inh 102 and PV pol inh FP z-score 0.
Screening NS(=O)(=O)c1ccc(CNC(=O)c2ccncc2)cc1 returned PV pol inh 100 and PV pol inh FP z-score -0.4.
`CC(=O)NC1=NN(C(C)=O)C(c2ccco2)S1` (stereo not given) gave PV pol inh 105 and PV pol inh FP z-score 1.1.
Screening NNC(=O)CNC(=O)c1cccc2ccccc12 returned PV pol inh 100 and PV pol inh FP z-score -0.3.
`Cc1ccc(C(C)(C)C)c(OCC(=O)NCCc2nc3ccccc3[nH]2)c1` gave PV pol inh 104 and PV pol inh FP z-score 0.1.
O=C(c1ccccc1)c1nn(-c2ccc(C(F)(F)F)cc2)ccc1=O was read as PV pol inh 103 and PV pol inh FP z-score -0.2.
`CCOC(=O)c1ccc(N2CCN(c3ccc(F)cc3)CC2)c(NC(=O)Nc2ccc(CC)cc2)c1` gave PV pol inh 105 and PV pol inh FP z-score -0.7.
Screening COc1ccccc1-c1ccc(=O)n(CC(=O)NC(C)(C)C)n1 returned PV pol inh 101 and PV pol inh FP z-score -0.2.
For Cc1sc(NC(=O)CN2C(=O)CCC2=O)c(C(N)=O)c1C the results were PV pol inh 105 and PV pol inh FP z-score 1.2.
`Cc1ccc(S(=O)(=O)N2CCCC(NC(=O)NCc3ccco3)C2)cc1` (stereo not given) gave PV pol inh 103 and PV pol inh FP z-score 0.2.
Screening Cc1ccc2occ(-c3cc(-c4ccccc4)nc4c3COc3ccccc3-4)c(=O)c2c1 returned PV pol inh 107 and PV pol inh FP z-score 0.6.
Screening Cc1ccc(-c2nn(CC(=O)NC3CCCCC3)c3c2cnc2ccc(F)cc23)cc1C returned PV pol inh 101 and PV pol inh FP z-score -1.2.
`CCCS(=O)(=O)c1c(S(=O)(=O)CCC)c2cc(CC)ccn2c1C(=O)c1ccc(F)cc1` gave PV pol inh 98 and PV pol inh FP z-score -0.9.
O=C(CNc1ccc(F)cc1F)N1CCN(S(=O)(=O)c2ccccc2)CC1 was read as PV pol inh 107 and PV pol inh FP z-score 0.5.
For Cc1ccc(CN(C)CC(=O)Nc2c(C(C)C)cccc2C(C)C)o1 the results were PV pol inh 97 and PV pol inh FP z-score -1.
For CCn1c(COc2ccccc2OC)nnc1SCC(=O)c1c(C)n(C)c2ccccc12 the results were PV pol inh 100 and PV pol inh FP z-score -1.
For CC(c1ccco1)N(C(=O)C1CC1)c1ccccn1 (stereo not given) the results were PV pol inh 103 and PV pol inh FP z-score 0.3.
COc1ccc(NC(=O)c2c(NCc3cccs3)sc3c2CCCC3)cc1 was read as PV pol inh 104 and PV pol inh FP z-score -0.2.

The final two compounds of the section before lead into the next:
For CC(c1ccco1)N(C(=O)C1CC1)c1ccccn1 (stereo not given) the results were PV pol inh 103 and PV pol inh FP z-score 0.3.
COc1ccc(NC(=O)c2c(NCc3cccs3)sc3c2CCCC3)cc1 was read as PV pol inh 104 and PV pol inh FP z-score -0.2.
Screening C=CCC(C)(NCc1ccccc1)c1ccco1 (stereo not given) returned PV pol inh 102 and PV pol inh FP z-score 0.1.
COc1ccc(S(=O)(=O)N(CC(=O)N2CCC(C)CC2)c2ccc(C)cc2)cc1 was read as PV pol inh 102 and PV pol inh FP z-score -1.
Screening CCC(CO)NCC(O)c1ccccc1 (stereo not given) returned PV pol inh 105 and PV pol inh FP z-score 0.2.
For NC(=O)COc1cccc(-n2cnnn2)c1 the results were PV pol inh 99 and PV pol inh FP z-score -0.8.
O=C(c1ccc(F)cc1)c1cn(Cc2ccccc2)c2cc3c(cc2c1=O)OCO3 was read as PV pol inh 101 and PV pol inh FP z-score -1.9.
CC(C)(C)OC(=O)N1CCCC1C(=O)O (stereo not given) was read as PV pol inh 99 and PV pol inh FP z-score -0.8.
COc1ccc(-c2nc(SC(C)C(=O)Nc3ccnn3C(C)C)n[nH]2)cc1 (stereo not given) was read as PV pol inh 105 and PV pol inh FP z-score 0.3.
Screening Cc1ccnc(NC(=O)CCNS(=O)(=O)c2ccc3c(c2)c(=O)n(C)c(=O)n3C)c1 returned PV pol inh 100 and PV pol inh FP z-score -0.2.
Screening N#Cc1sc2nc3ccccc3n2c1/N=C/N1CCOCC1 returned PV pol inh 109 and PV pol inh FP z-score 0.7.
Screening COc1ccc(NCc2ccccc2O)cc1 returned PV pol inh 100 and PV pol inh FP z-score -0.4.
`Cc1ccc(N(C)C(=O)CCS(=O)(=O)c2ccc3c(c2)oc(=O)n3C)cc1` gave PV pol inh 100 and PV pol inh FP z-score -1.
N#Cc1ccc(NC(=O)COC(=O)C23CC4CC(CC(C4)C2)C3)cc1 was read as PV pol inh 106 and PV pol inh FP z-score 0.
Screening Cc1ccc(C)c(N2CCN(S(=O)(=O)c3cc(-c4cc(C)no4)ccc3C)CC2)c1 returned PV pol inh 103 and PV pol inh FP z-score -0.8.
For O=C(Oc1ccccc1)n1c(=O)oc2ccc(Cl)cc21 the results were PV pol inh 107 and PV pol inh FP z-score 0.6.
For CN1C(=O)C2(c3ccccc31)C(C(=O)N1CCN(c3cccc(C(F)(F)F)c3)CC1)CC1CCCN12 (stereo not given) the results were PV pol inh 101 and PV pol inh FP z-score -0.1.
Screening Nc1cc(=O)[nH]c(SCC(=O)N(c2ccccc2)c2ccccc2)n1 returned PV pol inh 101 and PV pol inh FP z-score -0.4.
`CCOC(=O)N1CCC(NC(=O)c2c(C)nn(-c3ccccc3)c2-n2cccc2)CC1` gave PV pol inh 101 and PV pol inh FP z-score -0.9.
